Screens (PubChem)
PAFAH1B2 FP inh = PAFAH1B2 enzyme inhibitors, primary screen, biochemical, fluorescence polarization, human; inhibition, % at 3.39 µM; hit rate 1.2% among 340,000; recombinant PAFAH1B2, FP-rhodamine activity probe; Platelet-activating factor acetylhydrolase IB subunit alpha2 (Homo sapiens), P68402; AID 492953, 2010;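 active = inhibition above the mean of all tested compounds plus 3 SD, cut at about 24% in these data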;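 note: 0% = enzyme with DMSO and 100% = wells lacking PAFAH1B2; many of its hits are not listed in these tables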
PAD4 FP inh = human PAD4 inhibitors, primary screen, biochemical, fluorescence polarization, 1536-well format; Protein-arginine deiminase type-4 (Homo sapiens), Q9UM07; recombinant PAD4, RCA probe fluorescence polarization; hit rate 0.41% among 330,000; inhibition, % at 6.36 µM;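 active = percent inhibition above a cutoff equal to the mean of all tested compounds plus 3 SD, cut at about 15% in these data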;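 note: 0% = PAD4 with RCA probe and DMSO and 100% = probe without PAD4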
PREPL inhibitor = PREPL enzyme inhibitors, primary screen, biochemical, fluorescence polarization; Prolyl endopeptidase-like (Homo sapiens), Q4J6C6; recombinant PREPL, fluorescence polarization activity-based probe; inhibition, % at 5.96 µM; hit rate 0.68% among 320,000; AID 2751, 2010; in the data active = inhibition above about 43%;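 note: 0% = enzyme with DMSO and 100% = wells lacking enzyme; many of its hits are not listed in these tables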
Target sequence (Q4J6C6 whole entry, looked up): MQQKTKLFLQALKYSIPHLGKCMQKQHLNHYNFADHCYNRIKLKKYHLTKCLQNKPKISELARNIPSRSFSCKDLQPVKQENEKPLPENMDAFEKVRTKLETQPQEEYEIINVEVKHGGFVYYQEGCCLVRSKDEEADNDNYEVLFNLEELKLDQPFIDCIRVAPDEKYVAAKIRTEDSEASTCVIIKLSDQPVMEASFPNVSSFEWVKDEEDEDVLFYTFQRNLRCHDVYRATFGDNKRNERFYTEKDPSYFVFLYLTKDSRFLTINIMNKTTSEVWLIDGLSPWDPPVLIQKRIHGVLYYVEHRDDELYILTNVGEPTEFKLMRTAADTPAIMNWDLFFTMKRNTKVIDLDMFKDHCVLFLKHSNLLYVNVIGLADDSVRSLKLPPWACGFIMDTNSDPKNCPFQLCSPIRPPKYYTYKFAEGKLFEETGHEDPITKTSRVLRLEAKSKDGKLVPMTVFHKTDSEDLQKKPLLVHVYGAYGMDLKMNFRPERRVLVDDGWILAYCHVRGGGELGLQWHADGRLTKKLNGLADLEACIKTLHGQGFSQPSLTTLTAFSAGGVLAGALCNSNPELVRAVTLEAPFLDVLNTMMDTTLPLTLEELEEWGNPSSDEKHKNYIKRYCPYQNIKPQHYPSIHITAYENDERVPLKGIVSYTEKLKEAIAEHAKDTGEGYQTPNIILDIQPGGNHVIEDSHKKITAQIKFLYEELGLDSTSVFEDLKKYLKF
PAFAH1B3 FP inh = PAFAH1B3 enzyme inhibitors, primary screen, biochemical, fluorescence polarization, human; Platelet-activating factor acetylhydrolase IB subunit alpha1 (Homo sapiens), Q15102; recombinant PAFAH1B3, FP-rhodamine probe; inhibition, % at 3.39 µM; hit rate 0.28% among 340,000;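 active = inhibition above the screen-wide average of all tested compounds plus 3 SD, cut at about 25% in these data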;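 note: 0% = enzyme with DMSO only and 100% = wells lacking PAFAH1B3 protein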
PME-1 primary = PME-1 inhibitors via competitive probe labeling, primary screen, biochemical, fluorescence polarization, FP-Rh probe, HTS; Protein phosphatase methylesterase 1 (Homo sapiens), Q9Y570; recombinant PME-1; inhibition, % at 5.9 µM; hit rate 0.53% among 320,000; AID 2130, 2009;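 active = inhibition above the campaign mean of all compounds plus 3 SD, cut at about 26% in these data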;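 note: competitive labeling of PME-1 active site by serine hydrolase directed probe; 0% = PME-1 with DMSO and 100% = wells lacking PME-1 enzyme; inhibitors block probe labeling so polarization falls and inhibition rises; many of its hits are not listed in these tables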
GSTO1 inh = inhibitors of recombinant GSTO1, primary screen, counter-screen for RBBP9 inhibitor project, biochemical, fluorescence polarization; Glutathione S-transferase omega-1 (Homo sapiens), P78417; activity-based probe fluorescence polarization; inhibition, % at 5.96 µM; hit rate 1.1% among 300,000; AID 1974, 2009;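 active = inhibition above the campaign mean inhibition plus 3 SD, cut at about 35% in these data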;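 note: 0% = GSTO1-1 with DMSO and 100% = wells lacking GSTO1-1 enzyme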
pPAFAH inh = pPAFAH enzyme inhibitors, primary screen, biochemical, fluorescence polarization, human | inhibition, % at 3.39 µM | recombinant pPAFAH, FP-rhodamine probe fluorescence polarization | AID 463082, 2010 | Platelet-activating factor acetylhydrolase (Homo sapiens), Q13093 | hit rate 1.5% among 330,000;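 active = inhibition above the mean inhibition across the screen plus 3 SD, cut at about 25% in these data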;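 note: inhibitors block binding of the rhodamine activity-based probe so polarization drops; 0% = enzyme with DMSO and 100% = wells lacking pPAFAH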
LYPLA1 inh = LYPLA1 inhibitors, primary screen, counter-screen for PME1 inhibitor project, biochemical, fluorescence polarization, FP-Rh probe ABPP | Acyl-protein thioesterase 1 (Homo sapiens), O75608 | recombinant LYPLA1 | inhibition, % at 5.9 µM | hit rate 0.16% among 320,000 | AID 2174, 2009;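 active = inhibition above the mean of all tested compounds plus 3 SD, set per campaign, cut at about 14% in these data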;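 note: inhibitors block serine hydrolase probe labeling of LYPLA1 so polarization falls; 0% = enzyme with DMSO and 100% = wells lacking LYPLA1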
LYPLA2 counter = LYPLA2 inhibitors, primary screen, counter-screen for PME1 inhibitor project, biochemical, fluorescence polarization, FP-Rh probe ABPP; inhibition, % at 5.9 µM; Acyl-protein thioesterase 2 (Homo sapiens), O95372; recombinant LYPLA2; hit rate 0.38% among 320,000;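 active = inhibition above the screen-wide mean plus 3 SD, limit set per campaign, cut at about 26% in these data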;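 note: 0% = LYPLA2 with DMSO and 100% = wells lacking LYPLA2 enzyme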
Active calls of the source: *; . = not tested or not shown.

canonical_smiles	LYPLA2 counter	PAFAH1B3 FP inh	PAFAH1B2 FP inh	PAD4 FP inh	LYPLA1 inh	GSTO1 inh	PREPL inhibitor	pPAFAH inh	PME-1 primary
CCn1cc(C(=O)NCCCOC(C)C)c(=O)c2cc(S(=O)(=O)N3CCC(C)CC3)ccc21	0	3	7	0	1	-3	0	0	5
CCCOC(=O)C1=C(C)N(C)C(=O)NC1c1cc2c(cc1[N+](=O)[O-])OCO2 (centres undefined)	-1	-2	2	1	1	19	10	10	-4
O=C(COC(=O)[C@@H]1CCCN1C(=O)c1cccs1)Nc1cccc([N+](=O)[O-])c1	.	8	1	-3	.	.	15	9	.
CCCCNC(=O)C1CCN(Cc2ccc(OCc3ccccc3)c(OC)c2)CC1	-4	3	-3	-3	0	0	16	0	-1
CCOC(=O)c1c(NC(=O)c2cc3n(n2)C(C(F)(F)F)CC(c2cccs2)N3)sc(C)c1C (centres undefined)	4	-2	-1	-2	1	8	-2	4	-2
Cc1ccc(N2CC(NC(=O)C(=O)c3c[nH]c4ccccc34)CC2=O)cc1C (centres undefined)	10	4	3	-1	0	-2	-5	0	3
CC(C)Cc1csc(NC(=O)C(C)C)c1C(=O)O	11	-2	1	-7	0	-3	13	1	-8
CC(=O)C(=Cc1ccc(C(=O)O)cc1)C(C)=O	-8	8	2	-8	-1	2	6	0	2
CCN(CCn1cccn1)C(=O)C1CCC(=O)N(CC2CCCCC2)C1 (centres undefined)	5	12	5	2	0	-4	24	-1	3
Cc1nc2ccc(NC(=O)CCS(=O)(=O)c3ccccc3)cc2s1	-4	6	4	0	-3	0	5	2	-2
CCc1ccccc1NC(=O)N1C2CCCC1CC(NC(C)=O)C2 (centres undefined)	3	5	0	-1	-2	-12	-5	0	-2
COc1cc(C(=O)NC2=NCCS2)cc(OC)c1OC	9	10	2	6	4	14	11	-4	0
COC(=O)COc1ccc2cc(-c3ccc(OC)cc3)c(=O)oc2c1	3	13	0	3	3	-1	12	1	5
COc1cccc(/C=C2\CCCCC2=O)c1	2	9	6	-2	1	-3	3	1	-3
Cc1nc2c(C)cccn2c1/C(O)=C1\C(=O)C(=O)N(CCN(C)C)C1c1ccncc1 (centres undefined)	0	-5	3	-4	0	-9	-7	1	1
CCOC(=O)C1CCCN(S(=O)(=O)c2ccc(-c3cc(C)no3)s2)C1 (centres undefined)	-10	4	-3	-2	-2	2	-2	-5	-5
CCCN(CCC)S(=O)(=O)c1cccc(C(=O)N=c2sccn2C)c1	0	8	-1	-3	-2	0	2	2	4
Oc1ccc(C(=S)N2CCCCCC2)cc1	5	6	4	2	-5	1	4	-2	-5
CC(=O)N1CCc2c(sc(NC(=O)CS(=O)(=O)c3ccc(F)cc3)c2C(N)=O)C1	1	2	8	-1	4	-5	6	6	2
C[n+]1c2n(c3ccccc31)N=C(c1ccc(Cl)cc1)CS2	-7	9	2	7	-1	-8	35	3	1
C/C(=N\NC(=O)c1c[nH]c2ccccc12)c1ccc(C)s1	1	8	-5	-3	-2	2	3	1	6
CCOc1cc(CNc2ccc(N3CCN(C(C)=O)CC3)cc2)cc(Br)c1OC	3	-3	7	1	5	4	12	15	3
CSCc1ccc(C(=O)NC2CC(C)(C)Cc3c2cnn3-c2ccc(F)cc2)o1 (centres undefined)	0	-2	5	0	-4	1	1	9	-2
COc1cc(OC)cc(C(=O)Nc2nnc(NC(=S)Nc3ccccc3)s2)c1	-21	2	6	-4	-13	13	-2	6	-6
COc1ccc(-c2cnn3c4c(c(C)nc23)CCN4C(C)C)cc1OC	1	-1	1	-3	-1	0	8	0	-3
CCC(C)[C@H](NC(=O)c1cn(CC)c2cc3c(cc2c1=O)OCO3)C(=O)NCCCn1ccnc1 (some centres undefined)	5	5	0	1	0	-6	39	2	-1
CCOc1ccc(NC(=O)CN2CCN(S(=O)(=O)c3ccc(Cl)cc3)CC2)cc1	2	7	16	-4	2	2	10	3	6
CCc1ccc(-c2cc(C(F)(F)F)n3nc(C(=O)Nc4c(C)nn(Cc5ccccc5Cl)c4C)cc3n2)s1	0	-5	0	-1	-5	-6	4	2	0
CC(C)[C@H](NC(=O)N1CCn2c1nc1ccccc12)C(=O)N[C@@H](Cc1ccccc1)C(=O)O	4	1	7	-2	1	3	12	0	5
O=C(CC12CC3CC(CC(C3)C1)C2)N1CCCC1	2	-6	10	-6	-2	4	2	1	-1
CC1CC2(CC(C)(C(=O)CSc3n[nH]c(-c4ccccc4Cl)n3)OC2=O)C(=O)O1 (centres undefined)	5	4	4	3	0	-2	-4	3	5
CCCN(CCC)CCNC(=O)C1CCN(Cc2nc(-c3ccc(Cl)cc3)oc2C)CC1	-4	-1	1	0	-2	-6	45*	3	3
CC(C(=O)N=Nc1c(O)[nH]c2ccccc12)n1cnc2ccccc2c1=O (centres undefined)	5	7	6	-6	-3	0	-4	4	-1
CC(C)(C)c1ccc(/C=C(\c2nc3ccccc3[nH]2)S(=O)(=O)c2ccccc2)cc1	-43	-21	-11	0	-16	-18	-8	-13	-33
Cc1cc(NS(=O)(=O)c2ccc(NC(=O)COc3ccccc3C(C)C)cc2)no1	-2	-3	4	-3	-2	4	-1	-1	1
CN(CC(=O)N1CCN(C2CCCCC2)CC1)S(=O)(=O)c1cccc2nsnc12	2	0	-3	-3	-4	4	5	1	-6
CC(=O)c1cccc(NC(=O)CSC(=O)c2ccccc2)c1	8	-1	3	15*	4	3	-28	13	9
C=CCN(CC=C)C(=O)c1ccc(OC2CCN(C(C)=O)CC2)c(OC)c1	-3	16	-2	-1	-1	3	0	3	0
Cc1ccc(NC(=O)C2CCCN2C(=O)OCc2ccccc2)cc1C (centres undefined)	-3	10	2	3	-1	4	1	7	2
CN1CCN(C(=O)/C(=C/c2cccc([N+](=O)[O-])c2)NC(=O)c2ccccc2)CC1	0	-8	1	-1	2	-3	4	2	1
CCCN1CCC2(CC1)C(C#N)=C(N)Oc1c2sc2nc(C)cc(C)c12	-2	-2	-5	1	1	-4	22	14	21
Cn1c(CC(=O)Nc2ccc(F)cc2)nnc1SCC(=O)Nc1nncs1	0	7	1	-4	0	7	-6	-2	3
N#CCCn1nnc2ccccc21	4	1	-1	-3	1	-1	4	0	0
CC(C)(C)C(=O)Cn1c(=N)n(Cc2ccccc2Cl)c2ccccc21	-1	4	4	2	0	-3	-6	2	1
O=C(O)c1ccc2c(c1)C(=O)N(c1ccc(Cl)cn1)C2=O	4	1	0	1	3	-1	9	-3	-2
Cc1ccc(N2C(=O)N3[C@@H]4c5ccccc5OC[C@@H]4[C@@H](c4ccccc4)[C@@]3(C)C2=O)cc1	.	6	0	3	.	.	-9	2	.
NC(=O)c1c(NC(=O)CCCn2cnc([N+](=O)[O-])n2)sc2c1CCCC2	6	0	2	-5	4	6	-2	0	0
Clc1cccc(OCCCCN2CCCCC2)c1	3	6	1	1	-1	0	9	16	-6
CCOc1ccc(S(=O)(=O)N2CCN(C(=S)NCc3ccco3)CC2)cc1	-2	9	4	1	0	5	-1	3	5
CCOC(=O)N1CCC(=NNC(N)=O)CC1	6	10	0	-4	2	2	-9	9	-3
CCCCNC(=O)N1CCN(C/C=C/c2ccccc2)CC1	-1	2	5	-2	2	-1	2	-2	-2
O=C(COC(=O)c1ccc(Br)o1)NC1CCCCC1	5	3	0	1	2	3	4	8	4
COC(=O)C1=C(C(=O)OC)C(c2ccc(OC)c(OC)c2)c2sc(=O)[nH]c2S1 (centres undefined)	5	3	0	7	3	4	12	-2	0
O=C(C1CCN(S(=O)(=O)c2cccc3cccnc23)CC1)N1CCN(c2ccccc2)CC1	1	2	7	1	3	1	2	2	9
CCc1ccccc1NC(=O)COC(=O)c1c(C)nsc1NC	10	2	-3	-4	2	.	1	16	-2
O=C(COC(=O)c1c(F)cccc1F)NCCNC(=O)COC(=O)c1c(F)cccc1F	2	1	4	-3	5	0	8	7	3
CCOCCCNc1nc2c(-c3ccccc3)nnn2c2ccccc12	-1	6	-4	2	1	6	2	0	3
Oc1ccc(-c2nncn2-c2ccccc2)cc1	-5	1	3	-1	0	14	-2	0	1
CC(=O)N1CCCC(C(=O)c2ccc3c4c(cccc24)CC3)C1 (centres undefined)	12	7	0	1	-5	9	20	3	1
COc1ccc(-n2nnnc2CNC(=O)c2ccc(S(=O)(=O)N3CCOCC3)cc2)cc1	0	5	9	-3	-2	-6	13	-10	3

Only part of the results is shown; count on the stated rates, not on these rows.
